High-throughput results as filed in PubChem.
Tau ThT inhib: qHTS for Inhibitors of Tau Fibril Formation, Thioflavin T Binding | recombinant tau K18 P301L, heparin-induced fibrillization, ThT fluorescence | Potency, µM (doses to about 57.4 µM), without a hit: at the highest dose activity, negative = inhibition, actives largely listed as inhibitors | 270,000 tested, 2.1% active | AID 1460, 2008; also: nearly all actives have a fitted effect of over 55% in size
Target sequence (P10636 561-689 P618L limits assumed): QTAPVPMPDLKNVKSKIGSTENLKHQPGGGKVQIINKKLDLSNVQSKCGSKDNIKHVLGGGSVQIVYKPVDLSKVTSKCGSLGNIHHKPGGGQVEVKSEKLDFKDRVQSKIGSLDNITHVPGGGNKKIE
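Heparin-induced (20 uM) aggregation of recombinant human K18 P301L tau, 15 uM unlabeled with 0.24 uM labeled, pH 7 acetate buffer, 6 hr at 37 C with compound. Fibrils quantified by 30 uM ThT fluorescence after 1 hr ambient incubation.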
TexasRed fluor: Total Fluorescence Counterscreen for Inhibitors of the Interaction of Thyroid Hormone Receptor and Steroid Receptor Coregulator 2. TRb/SRC2 Texas Red total fluorescence interference. Potency, µM (highest dose often 106 µM), without a hit: top-dose fluorescence change, negative = quenching. 280,000 tested, 0.29% active. AID 1479, 2009; active = well fitted curve in either direction with a large enough effect; inconclusive = small, poorly fitted or top-dose-only effect
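Human TRb ligand-binding domain at 0.6 uM with 20 nM Texas Red SRC2 peptide in Tris buffer containing 1 uM T3 and 5% DMSO, incubated with compound 5 h at ambient temperature. Total fluorescence (555/632 nm) calculated as parallel + 2 × perpendicular.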
Tau FP inhib: qHTS for Inhibitors of Tau Fibril Formation, Fluorescence Polarization. AID 1468, 2008. Microtubule-associated protein tau (Homo sapiens), P10636. K18 P301L tau heparin fibrillization, Alexa594 FP, 6 h. Potency, µM (highest dose often 57.7 µM), for the others: at the top dose activity, negative = inhibition, actives largely listed as inhibitors. 280,000 tested, 0.39% active; also: nearly all actives have a fitted effect of over 55% in size
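K18 P301L tau (15 uM unlabeled/0.24 uM Alexa 594-labeled, final) + compound + heparin 20 uM final; 100 mM NaOAc pH 7; 6 hr 37 C; ThT 30 uM final added, 1 hr RT; FP ex 555/em 632 nm.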
Tau fluor cs: Counterscreen qHTS for Inhibitors of Tau Fibril Formation, Fluorescence Polarization; tau K18 P301L (four-repeat tau fragment) Alexa594 fluorescence, heparin fibrillization; Potency, µM (titrated, usually from 57.7 µM), for inactives: top-dose activity change, negative = decrease; 280,000 tested, 0.93% active; also: nearly all actives have a fitted effect of over 55% in size
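Human K18 P301L tau (15 uM unlabeled plus 0.24 uM Alexa 594-labeled, final) in 100 mM sodium acetate pH 7 was mixed with compound and 20 uM heparin and incubated 6 hr at 37 C.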
aGal spleen mod: qHTS Assay for Inhibitors and Activators of Human alpha-Galactosidase From Spleen Homogenate | Alpha-galactosidase A (Homo sapiens), P06280 | human spleen homogenate, 4MU-alpha-Gal fluorescence, 40 min | Potency, µM (series often up to 80 µM), for inactives: top-dose activity change, negative = inhibition, actives largely listed as inhibitors | 240,000 tested, 0.008% active;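 also: 0% = enzyme with vehicle and -100% = no enzyme basal signal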
Target sequence (P06280 32-429 limits assumed): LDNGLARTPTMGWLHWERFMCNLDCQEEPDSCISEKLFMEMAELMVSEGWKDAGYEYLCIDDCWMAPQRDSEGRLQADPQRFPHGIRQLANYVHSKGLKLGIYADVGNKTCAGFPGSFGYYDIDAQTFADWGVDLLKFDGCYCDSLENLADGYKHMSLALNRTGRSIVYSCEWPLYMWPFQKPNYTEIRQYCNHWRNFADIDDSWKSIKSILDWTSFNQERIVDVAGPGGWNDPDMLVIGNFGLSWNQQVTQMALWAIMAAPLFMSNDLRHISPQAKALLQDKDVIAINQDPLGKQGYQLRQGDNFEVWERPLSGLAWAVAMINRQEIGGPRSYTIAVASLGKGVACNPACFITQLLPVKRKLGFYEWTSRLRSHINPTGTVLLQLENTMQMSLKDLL
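Fluorogenic readout (Ex 365/Em 440 nm) of 4-methylumbelliferone released from 1 mM 4-MU-alpha-galactoside by spleen homogenate, 40 min at 37C, pH 5.0. Data normalized to no-enzyme and enzyme controls; Hill-equation AC50 from compound titrations.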
TRb-SRC2 inh: qHTS for Inhibitors of the Interaction of Thyroid Hormone Receptor and Steroid Receptor Coregulator 2. TRbeta-SRC2 peptide binding, fluorescence polarization; receptor liganded with 1 µM T3. 280,000 tested, 0.065% active. Thyroid hormone receptor beta (Homo sapiens), P10828. Potency, µM (top dose mostly 106 µM), inactives show top-dose activity change, negative = inhibition, hits mostly inhibitors;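 also: plate controls were bound peptide for no effect and peptide without receptor for full effect; nearly all actives have a fitted effect of over 50% in size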
Target sequence (P10828 whole entry, looked up): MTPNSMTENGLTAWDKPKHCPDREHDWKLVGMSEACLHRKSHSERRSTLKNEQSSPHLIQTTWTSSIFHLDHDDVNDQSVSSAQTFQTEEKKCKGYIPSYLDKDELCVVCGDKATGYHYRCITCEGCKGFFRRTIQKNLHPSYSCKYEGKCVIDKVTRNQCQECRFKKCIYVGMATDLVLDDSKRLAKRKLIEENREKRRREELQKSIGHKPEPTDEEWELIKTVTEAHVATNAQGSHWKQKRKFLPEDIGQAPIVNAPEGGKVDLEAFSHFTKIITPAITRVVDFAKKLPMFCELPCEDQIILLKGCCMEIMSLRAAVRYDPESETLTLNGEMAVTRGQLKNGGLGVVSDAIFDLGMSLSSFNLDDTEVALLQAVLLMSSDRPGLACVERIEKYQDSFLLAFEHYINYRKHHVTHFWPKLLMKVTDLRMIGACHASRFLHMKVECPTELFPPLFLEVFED
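Assay buffer: 20 mM Tris-HCl, 100 mM NaCl, 10% glycerol, 1 mM EDTA, 0.01% NP-40, 1 mM DTT, 1 uM T3, 5% DMSO; TRb LBD 0.6 uM, Texas Red SRC2 20 nM; FP after 5 hr.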
ALDH1A1 block: qHTS Assay for Inhibitors of Aldehyde Dehydrogenase 1 (ALDH1A1); Aldehyde dehydrogenase 1A1 (Homo sapiens), P00352; Purified ALDH1A1, NADH fluorescence, propionaldehyde substrate; Potency, µM (doses to about 75.3 µM), without a hit: at the highest dose activity, negative = inhibition, actives largely listed as inhibitors; 220,000 tested, 7.3% active; active = well fitted inhibition curve with a large enough effect, not every such curve was filed as active; inconclusive = small, poorly fitted or top-dose-only effect, or another doubt; inactive = no such curve, though single readings can be large or run the other way;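 also: plate controls were no enzyme wells and a reference inhibitor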
L3MBTL1 inh: qHTS Assay for the Inhibitors of L3MBTL1. Potency, µM (highest dose often 57.1 µM), for the others: top-dose activity, negative = inhibition, actives largely listed as inhibitors. 230,000 tested, 0.66% active. Lethal(3)malignant brain tumor-like protein 1 (Homo sapiens), Q9Y468. AlphaScreen L3MBTL1–H3K9me1 peptide binding; also: nearly all actives have a fitted effect of over 60% in size
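Read-out is AlphaScreen signal from streptavidin donor and nickel chelate acceptor beads (10 ug/mL final each) bridging L3MBTL1 (50 nM) and biotinylated K9-monomethylated H3(1-15) peptide (75 nM), after 30 min compound exposure at room temperature.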
* marks the source's active call; other numbers are inactive results; ? = inconclusive; · = not tested or not shown; [ ] = dose if it differs, or a comment. Unless noted, calls follow the shape of the dose curve; as a rule, active = well fitted curve in the direction sought with a large enough effect; inconclusive = small, poorly fitted or top-dose-only effect, or another doubt; inactive = no such curve, though single readings can be large; an effect the other way counts as inactive or inconclusive. Unless noted, % is scaled to controls: 0 for no effect and ±100 for the full control effect; potency is read from the fitted curve at half-maximal effect. The order is random (roughly 8.5% active in at least one column).

SMILES | Tau ThT inhib | TexasRed fluor | Tau FP inhib | Tau fluor cs | aGal spleen mod | TRb-SRC2 inh | ALDH1A1 block | L3MBTL1 inh
C#CCOCCOCCOCCNc1nc(N2CCN(C(=O)[C@H]([C@@H](C)CC)n3cc([C@@H](N)CC(C)C)nn3)CC2)nc(N2CCN(C(=O)[C@H]([C@@H](C)CC)n3cc([C@@H](N)CC(C)C)nn3)CC2)n1 | ? | -1.2% | 3.5% | 1.9% | -17.2% | -3.6% | -1.2% | -0.6%
CCOc1ccc(N(CC(=O)NCC2CCCO2)S(=O)(=O)c2ccc(SC)cc2)cc1 (stereo unspecified) | -8.5% | 1.9% | 1.5% | -10.5% | -2.7% | 2.1% | 3.98µM* | ·
O=C(NCc1ccco1)c1ccc(Cn2c(SCc3ccc(F)cc3)nc3cccnc32)cc1 | ? | ? | -0.4% | -9.7% | · | -8.6% | · | ·
COCCNC(=O)c1cc(-c2ccc(OC)c(OC)c2)on1 | -0.7% | -2.4% | 10.8% | 8.6% | 2.0% | -10.7% | 3.4% | 7.5%
COc1cccc(N2CCN(C(=O)CCNS(=O)(=O)c3ccc4c(c3)c(=O)n(C)c(=O)n4C)CC2)c1 | -7.8% | -2.6% | -3.3% | -12.3% | -4.9% | -8.9% | 19.5% | ·
CCOc1cc2c3c(c1)C1(Nc4ccccc4S1)C(=O)N3C(C)(C)CC2C (stereo unspecified) | ? | 2.0% | -5.5% | ? | -1.6% | -6.9% | -9.3% | ·
O=C(NC1CC1)C1=C[C@H](C2CC2)C[C@H](OCCCCO)O1 | -13.5% | -2.3% | -3.3% | -2.7% | 8.2% | 1.8% | -0.9% | 20.4%
O=C1c2ccccc2C(=O)N1C/C=C/c1ccccc1 | -3.6% | -0.9% | -2.0% | 0.2% | 9.4% | -5.8% | -15.7% | 9.5%
Cc1ccc(NC(=O)CN2CC(C)SC2=NC2CCCCC2)cc1 (stereo unspecified) | 4.1% | 2.0% | ? | -1.1% | 4.1% | -23.2% | 1.6% | -8.5%
Brc1ccc(N=C/C=C/C=C/Nc2ccc(Br)cc2)cc1 | -11.6% | 1.1% | 0.5% | -1.5% | -4.5% | 0.0% | 7.8% | -2.8%
CCC(=O)Nc1ccc(Cl)c(NC(=O)c2ccc([N+](=O)[O-])cc2)c1 | -7.2% | 0.0% | -2.0% | -15.2% | 3.3% | 5.1% | 9.7% | 6.7%
CN(Cc1ccccc1)C(=O)C1CCC(CNS(=O)(=O)c2ccc3c(c2)CCCC(=O)N3)CC1 (stereo unspecified) | -12.8% | 0.0% | -2.0% | -17.4% | · | 2.8% | · | ·
Cc1ccc(C(=O)Nc2ccn(Cc3ccc(F)cc3)n2)o1 | -4.4% | -0.7% | -4.1% | -2.2% | 3.3% | 2.0% | 4.1% | -9.6%
O=S(=O)(Nc1ccc2oc(-c3ccccc3)nc2c1)c1ccccc1 | 8.4% | 0.8% | ? | ? | 4.0% | 7.4% | ? | -4.2%
COc1ccc(Cn2c(SCc3ccc(C)cc3)nc3cc(OC)c(OC)cc3c2=N)cc1Cl | ? | -4.5% | 6.0% | -0.1% | 5.7% | 0.3% | ? | -5.3%
COc1cccc(/C=N/NC(=O)c2ccccc2)c1OS(=O)(=O)c1ccccc1 | -9.4% | 0.0% | 1.1% | -10.8% | -1.1% | -5.4% | 0.6% | 0.9%
CCOC(=O)CNC(=O)CSc1ncnc2c1cnn2-c1ccc(OC)cc1 | -6.7% | -6.1% | -8.2% | 1.1% | -9.9% | 7.5% | 4.2% | 1.6%
Cc1ccccc1Nc1nc(N)nc(CSc2ccccc2)n1 | 6.0% | -2.4%[53 µM] | -0.9% | -3.5% | -1.8% | 0.0%[53 µM] | 0.8% | -6.8%
COC(=O)c1c(NC(=O)CN2CCOCC2)sc2c1CCC(C)C2 (stereo unspecified) | ? | 2.3% | 5.6% | -0.2% | -1.2% | -4.0% | ? | 2.1%
CCOC(=O)c1c(C)oc2nc(C)nc(NCC3CCN(Cc4cccc(C)c4)CC3)c12 | -4.3% | -6.9% | -8.7% | -7.0% | · | -4.4% | · | ·
O=C(/C(=C/c1ccncc1)n1ccnc1)c1ccc(Cl)cc1Cl | ? | 0.3% | 16.9% | -7.9% | 11.0% | 2.1% | · | -19.1%
COc1cc2nc(SCc3c(C)noc3C)n(CCC3=CCCCC3)c(=O)c2cc1OC | -10.7% | -0.2% | 3.8% | -2.0% | 2.2% | -4.4% | ? | 5.4%
O=S(=O)(Nc1ncnc2sc3c(c12)CCC3)c1cc(F)ccc1F | -6.8% | 1.5% | -9.5% | -11.5% | -8.2% | 2.4% | ? | 8.2%
O=C(COc1ccc([N+](=O)[O-])cc1)Nc1ccccc1N1CCCC1 | -15.1% | -4.0% | 6.0% | -22.7% | -3.1% | 1.3% | ? | -3.6%
Cc1cc(C(F)(F)F)nc(SCC(=O)c2cccc([N+](=O)[O-])c2)n1 | -10.5% | -0.5% | -6.3% | -17.1% | -0.8% | -1.6% | 6.7% | -2.9%
COc1ccc(C(=O)OCc2cc(=O)n3nc(-c4cccs4)sc3n2)cc1 | ? | -1.8% | -12.8% | -6.3% | · | -4.3% | · | ·
CCOCCCNC(=O)C1CCN(C(=O)c2cc3sccc3n2C)CC1 | 5.9% | 1.5% | 5.1% | 3.2% | · | -2.7% | · | ·
CCC(=O)Nc1ccc(S(=O)(=O)Nc2cccc(C)c2)cc1OC | -2.2% | -0.6% | -5.1% | -9.5% | -5.0% | -4.8% | 5.9% | ·
CCn1c(SCC(=O)N=Nc2c(O)[nH]c3ccccc23)nnc1-c1ccc(C(C)(C)C)cc1 | -0.9% | -1.1% | 2.7% | 6.0% | -8.7% | 3.4% | 10.5% | 5.2%
NC(=O)NC(Cc1ccccc1)C(=O)O (stereo unspecified) | 7.1% | -0.3% | -0.4% | 7.7% | 4.2% | -5.8% | 7.7% | 12.5%
O=C(Oc1oc(-c2ccco2)nc1C=Nc1ccccc1)c1ccoc1 | ? | 0.2% | -26.1% | -6.3% | 1.3% | -0.4% | ? | 2.7%
CN1C(=O)/C(=C/c2cc3c(cc2Br)OCO3)NC1=S | 2.4% | 0.1% | -9.5% | -2.0% | 2.8% | -5.8% | ? | -17.5%
CCOC(=O)/C=C1\SCC(=O)N1Cc1nnc(-c2ccccc2Br)o1 | ? | 3.7% | 4.1% | -10.7% | 6.8% | -7.7% | ? | ·
CN1CCN(NC(=S)Nc2ccc(OC(F)F)cc2)CC1 | -8.8% | -3.3% | 0.7% | -9.3% | -6.0% | -8.5% | -1.9% | 46.9%[activator]
CCOC(=O)N1CCN(S(=O)(=O)c2cc(Br)cnc2N)CC1 | -3.5% | -3.9% | 3.0% | 0.7% | 1.7% | -5.1% | -4.9% | 3.3%
CCn1c(=O)sc2cc(NS(=O)(=O)c3ccc(C)cc3)ccc21 | -3.4% | 0.1% | -7.1% | -26.8% | · | -1.6% | · | ·
CC(C[N+](C)(C)C)OC(=O)C1(c2ccccc2)CCCC1 (stereo unspecified) | -9.2% | -1.5% | -2.2% | -1.6% | 4.9% | 4.4% | · | -7.8%
C=CCNC(=S)NNC(=O)c1cccn(Cc2ccc(Cl)c(Cl)c2)c1=O | -4.9% | 1.9% | 0.3% | -16.3% | 8.1% | -1.6% | -12.2% | -8.3%
CC12CC(NC(=O)N1c1cccc(C(=O)Nc3ncn[nH]3)c1)c1ccccc1O2 (stereo unspecified) | 1.4% | 2.3% | 0.1% | 2.4% | 5.6% | -0.2% | -2.7% | ·
Cc1sc(NC(=O)CSc2nc(N)cc(N)n2)c(C#N)c1C | -6.6% | -2.6% | -2.7% | -6.9% | -1.1% | 7.0% | · | ·
Cc1nccc(-c2cccc(NC(=O)c3ccccc3Cl)c2)n1 | -7.7% | -0.9% | -1.3% | -11.2% | -2.5% | 1.2% | · | -2.8%
COc1ccc(-c2[nH]ncc2/C=C(/C#N)C(=O)NC2CCCCC2)cc1 | -8.2% | -5.9% | ? | ? | 3.6% | 0.5% | ? | ·
CCc1ccc(NC(=O)CSc2nc3ccccc3c(=O)n2CCNC(C)=O)cc1 | 4.9% | -3.5% | -1.5% | -0.4% | · | -5.8% | · | ·
CC(NS(=O)(=O)c1ccc(Cl)cc1)C(=O)NCc1ccco1 (stereo unspecified) | -4.4% | -1.1% | 3.1% | -0.4% | -3.0% | -14.2% | -2.6% | ·

An excerpt from above in order of molecular weight, low to high.
SMILES | Tau ThT inhib | TexasRed fluor | Tau FP inhib | Tau fluor cs | aGal spleen mod | TRb-SRC2 inh | ALDH1A1 block | L3MBTL1 inh
CC(C[N+](C)(C)C)OC(=O)C1(c2ccccc2)CCCC1 (stereo unspecified) | -9.2% | -1.5% | -2.2% | -1.6% | 4.9% | 4.4% | · | -7.8%
Cc1nccc(-c2cccc(NC(=O)c3ccccc3Cl)c2)n1 | -7.7% | -0.9% | -1.3% | -11.2% | -2.5% | 1.2% | · | -2.8%
Cc1sc(NC(=O)CSc2nc(N)cc(N)n2)c(C#N)c1C | -6.6% | -2.6% | -2.7% | -6.9% | -1.1% | 7.0% | · | ·
CC12CC(NC(=O)N1c1cccc(C(=O)Nc3ncn[nH]3)c1)c1ccccc1O2 (stereo unspecified) | 1.4% | 2.3% | 0.1% | 2.4% | 5.6% | -0.2% | -2.7% | ·
C=CCNC(=S)NNC(=O)c1cccn(Cc2ccc(Cl)c(Cl)c2)c1=O | -4.9% | 1.9% | 0.3% | -16.3% | 8.1% | -1.6% | -12.2% | -8.3%
